# KCNH2 WT inh = qHTS for Inhibitors of KCHN2 3.1: Wildtype qHTS; activity change, % at 1.84 µM; Voltage-gated inwardly rectifying potassium channel KCNH2 (Homo sapiens), Q12809; U2OS, BacMam KCNH2, thallium flux FluxOr; stronger effect = lower value; 340,000 tested, 0.37% active;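 active = maximum activity change below -70%; inconclusive = maximum activity change between -70% and -50%; inactive = maximum activity change above -50%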; note: % is set by controls: 0 for no effect and ±100 for the full control effect
#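 U2OS cells transduced with wild-type KCNH2 virus are loaded with FluxOr dye for 45 min, and thallium flux is measured in kinetic reads before and after stimulation buffer. Rate constants are normalized to DMSO controls.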
# Menin MLL FP TR = qHTS Assay for Inhibitors Targeting the Menin-MLL Interaction in MLL Related Leukemias: Competition With Texas Red Labeled MLL-derived Mutant Peptide | O00255 | Menin + Texas Red MLL mutant peptide, fluorescence polarization | 270,000 tested, 0.23% active | Potency, µM (top dose mostly 61.6 µM), without a hit: top-dose FP activity change, negative = inhibition, hits mostly inhibitors; active = well fitted inhibition curve with a large enough effect in the polarisation, with a control signal flat, not every such curve was filed as active; inconclusive = small, poorly fitted or top-dose-only effect, or effect the other way, or a change in a side signal; inactive = no such curve, though single readings can be large or run the other way; the % refers to the polarisation; note: potency is the fitted concentration of half-maximal effect; % of control where 0% means no effect; many of its hits are not listed in these tables
# PKM2 act = qHTS Assay for Activators of Human Muscle isoform 2 Pyruvate Kinase; Potency, µM (top dose mostly 57.5 µM), inactives show top-dose activation, actives largely listed as activators; 260,000 tested, 0.34% active; purified PKM2, Kinase-Glo ATP luminescence, activation; response scale: 0% is enzyme alone, no compound; Pyruvate kinase PKM (Homo sapiens), P14618; AID 1631, 2009; note: potency is the fitted concentration of half-maximal effect; % is set by controls: 0 for no effect and ±100 for the full control effect; nearly all actives have a fitted effect of over 55% in size
#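 Kinase-Glo luminescence reports ATP generated from ADP (0.1 mM) and PEP (0.5 mM) by purified hPK-M2 after 1 h at room temperature, pH 7.2 imidazole buffer; intermediate enzyme activity allows detecting inhibitors and activators.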
# GALK inh = qHTS Assay for Inhibitors of Human Galactokinase (GALK); 270,000 tested, 0.007% active; P51570; AID 1868, 2009; Purified GALK, Kinase-Glo residual ATP luminescence; Potency, µM (titrated, usually from 57.5 µM), inactives show at the highest dose activity change, negative = inhibition, most hits filed as inhibitors; note: potency is the fitted concentration of half-maximal effect; % is set by controls: 0 for no effect and ±100 for the full control effect
#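 Luminescence from leftover ATP (Ultra-Glo luciferase/luciferin) served as read-out after a 1 h room-temperature reaction of 5 nM GALK with 35 uM ATP and 100 uM galactose.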
# B2AR arrestin = qHTS assay of beta-arrestin-biased ligands of beta2-adrenergic receptor; beta-arrestin recruitment to beta2AR, cell-based reporter; Beta-2 adrenergic receptor (Homo sapiens), P07550; Potency, µM (highest dose often 46.1 µM), inactives show at the highest dose activation, hits mostly activators; 330,000 tested, 0.02% active; AID 492947, 2010;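 note: potency is the fitted concentration of half-maximal effect; 0% = DMSO controls and full agonism = EC100 isoproterenol or metaproterenol; nearly all actives have a fitted effect of over 65% in size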
# KCNH2 3.1 block = qHTS for Inhibitors of KCHN2 3.1: Mutant qHTS | Potassium voltage-gated channel subfamily H member 2, brain isoform KCNH2 3.1 (human) | activity change, % (tested at about 1.8 µM) | U2OS KCNH2 3.1, thallium flux FluxOr; stronger effect = lower value | 340,000 tested, 0.95% active | AID 720553, 2013;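 active = maximum activity change below -70%; inconclusive = maximum activity change from -70% to -50%; inactive = maximum activity change above -50%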;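 note: thallium influx rate constant from kinetic fluorescence after stimulation buffer; % is set by controls: 0 for no effect and ±100 for the full control effect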
#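 U2OS cells transduced with KCNH2 3.1 mutant virus (1.77 x 10^8 /mL, 4 h), plated overnight at 37 C, loaded 45 min with FluxOr dye plus Red40 quencher. Thallium flux rate constant from kinetic reads after stimulation buffer, normalised to controls.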
# Giardia killer = Small Molecules that selectively kill Giardia lamblia: qHTS; activity change, % at 7.66 µM, hits read low; Giardia lamblia trophozoite viability; 340,000 tested, 0.15% active; in the data active = activity change below about -80%; inconclusive = between about -30% and that limit;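 note: parasites exposed to compound for two days anaerobically before the ATP read; % is set by controls: 0 for no effect and ±100 for the full control effect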
#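 Luminescent ATP signal served as the viability read-out, measured 15-30 min after adding ATP detection reagent to trophozoites that had been incubated with compounds for 48 hrs at 37 deg C anaerobically at 100 cells/well.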
# TRPV1 ag = HTS Assay for Compounds that Act as Agonists of the Vanilloid Receptor 1; TRPV1-expressing cells, Fluo-8 calcium influx, agonist mode; Transient receptor potential cation channel subfamily V member 1 (Homo sapiens), Q8NER1; 320,000 tested, 0.19% active; AID 540275, 2011; activation, % at 8.33 µM; in the data active = activation above about 80%; inconclusive = between about 30% and that limit; note: 0% is about no effect
#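 TRPV1-expressing cells were cultured overnight at 35.5C and loaded with Fluo-8 calcium dye for 40 to 90 min at room temperature. After a 10 s baseline, compound was added and calcium influx was read kinetically for 3 min (ex 480/em 520 nm).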
# CXXC DNA block = qHTS Fluorescence Polarization Assay for Inhibitors of MLL CXXC domain - DNA interaction | MLL-CXXC / FITC-HOXA9 DNA fluorescence polarization | Potency, µM (titrated, usually from 115 µM), for inactives: top-dose activity change, negative = inhibition, usual class: inhibitors | 290,000 tested, 0.037% active; active = well fitted inhibition curve with a large enough effect in the polarisation, with a control signal flat, not every such curve was filed as active; inconclusive = small, poorly fitted or top-dose-only effect, or effect the other way, or a change in a side signal; inactive = no such curve, though single readings can be large or run the other way; the % refers to the polarisation; note: potency is the fitted concentration of half-maximal effect
#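 Steps: dispense CXXC domain solution (7 uM) → pin compounds or unlabeled HOX-A9 DNA control → 5 min ambient → add FLSN-HOX-A9 solution (50 nM) → spin → 30 min ambient → fluorescence polarization. Tris pH 7.5/NaCl/DTT/BSA buffer.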
# Coupling enz = qHTS Assay for Inhibitors of Fructose-1,6-bisphosphate Aldolase from Giardia Lamblia: Coupling assay counterscreen. coupling enzyme system counterscreen, AmpLite Red fluorescence. activity change, negative = inhibition, % at 58.2 µM, hits read low. 290,000 tested, 0.67% active; in the data active = activity change below about -30%; note: % is set by controls: 0 for no effect and ±100 for the full control effect
#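 Counterscreen of the coupled detection system alone, without aldolase: glyceraldehyde-3-phosphate coupling enzymes plus AmpLite Red readout. Compounds at 57.5 uM final, 10 min RT preincubation, 20 min RT reaction, fluorescence 525/598 nm.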
# USP2a block = qHTS Assay for Inhibitors of Ubiquitin-specific Protease USP2a Using CHOP2 as the Reporter; Potency, µM (series often up to 38.3 µM), inactives show top-dose activity change, negative = inhibition, hits mostly inhibitors; Ubiquitin carboxyl-terminal hydrolase 2 (Homo sapiens), O75604; 330,000 tested, 0.01% active; AID 463254, 2010; USP2 core, Ub-CHOP2 coupled fluorogenic reporter, 485/531;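 note: potency is the fitted concentration of half-maximal effect; plate controls were DMSO wells for no effect and full inhibition by NEM control for full effect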
#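 USP2 core (10nM final) preincubated 30min RT with compound in 20mM Tris-HCl pH 8.0, 2mM CaCl2, 2mM beta-mercaptoethanol, 0.05% CHAPS; 25nM Ub-CHOP2 plus 25nM reporter substrate added, fluorescence (Ex485/Em531) read after 60min.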
# An asterisk follows results filed as active; ? = inconclusive; . = not tested or not shown; [ ] = another dose, or the depositor's remark. Unless noted, calls come from the whole dose curve; as a rule, active = well fitted curve in the direction sought with a large enough effect; inconclusive = small, poorly fitted or top-dose-only effect, or another doubt; inactive = no such curve, though single readings can be large; an effect the other way counts as inactive or inconclusive. An excerpt; rates above refer to the full screens.
SMILES,KCNH2 WT inh,Menin MLL FP TR,PKM2 act,GALK inh,B2AR arrestin,KCNH2 3.1 block,Giardia killer,TRPV1 ag,CXXC DNA block,Coupling enz,USP2a block
COc1ccccc1CNC(=O)CCNS(=O)(=O)c1cccc2nonc12,-12,-6%,2%,-3%,-0.1%,-7,12,1,14%,-1,2%
Cc1ccc(C)c(NC(=S)N(Cc2ccco2)C(C)c2cccs2)c1 (stereo not given),0,32%[activator],-8%,-1%,0.2%,-4,-2,-8,22%,-5,-8%
CN(CC(=O)NCCc1ccc(S(N)(=O)=O)cc1)c1ccccc1,45,-6%,0%,12%,-0.1%,3,-13,-2,12%,1,3%
Cc1nc(SCC(O)CCl)c([N+](=O)[O-])[nH]1 (stereo not given),2,-21%,4%,0%,-0.1%,1,23,2,3%,3,-1%
O=C(NCCCNc1ccc(C(F)(F)F)cc1[N+](=O)[O-])c1cc(F)c(F)cc1Cl,1,18%,-1%,3%,-0.2%,-23,5,13,1%,0,-9%
COc1ccc(CCNC(=O)CS(=O)Cc2nc(-c3ccccc3Cl)oc2C)cc1OC (stereo not given),12,.,.,-1%,0.4%,-4,-17,3,1%,.,1%
Oc1ccc(N2CCN(C(=S)NCCc3ccccc3)CC2)cc1,2,-29%,6%,-2%,0.1%,-12,-8,?,5%,-1,5%
CCOC(=O)c1sc(=S)n(-c2ccc(OC)cc2)c1C,-2,.,1%,1%,-0.7%,5,6,0,7%,4,4%
O=C(COC(=O)/C=C/c1ccc(F)cc1)NC1CCCC1,4,.,.,.,-0.2%,1,2,1,.,.,-1%
CCc1cc2c(=O)n(CC(=O)NCCc3ccc(OC)c(OC)c3)cnc2s1,1,0%,6%,-3%,-0.6%,-15,2,-3,4%,3,7%
CCCSc1ccc([C@@H]2[C@@H]3C(=O)N(C)C(=O)[C@@H]3[C@]3(C(=O)OC)CCCCN23)cc1OC,1,.,.,.,0.1%,-23,-9,2,.,.,3%
COc1ccc(-n2nc3c(c2NC(=O)c2cc(Br)ccc2Cl)CS(=O)C3)cc1 (stereo not given),8,-2%,-5%,4%,0.2%,30,11,1,-6%,1,2%
S=C(N/N=C/c1ccc2ncccc2c1)Nc1cccnc1,-13,-5%,-3%,0%,0.4%,6,-20,-1,7%,-11,2%
O=C(NCCCCCCNC(=O)N1CCCCCC1)N1CCCCCC1,2,0%,2%,-1%,-0.1%,-12,1,-1,2%,6,-2%
CN(C(=O)C1CCC(=O)N(CCc2ccc(Cl)cc2)C1)C1CCOCC1 (stereo not given),-9,.,6%,-2%,0.0%,-12,-3,1,-10%,.,2%
COCCN1C(=O)c2ccccc2C(C(=O)NCc2ccco2)C1c1c[nH]c2ccccc12 (stereo not given),8,-4%,1%,8%,0.0%,9,12,-3,12%,2,2%
Cc1cc(C)cc(NC(=O)c2sc3nc(C)cc(C)c3c2N)c1,4,18%,1%,2%,-0.3%,0,3,-2,13%,-1,2%
CCN(Cc1ccc(C#CCCO)cc1)CC1CCCN(CCc2cccc(F)c2)C1 (stereo not given),-10,-20%,0%,0%,1.8%,-46,5,19,0%,-1,-7%
CC(C)(C)c1cc(NC(=O)COC(=O)C2CC2)n(-c2ccccc2)n1,0,3%[11.7 µM],-1%,3%,0.3%,9,4,.,13%,2,-1%
Cc1ccc(S(=O)(=O)n2cnc3ccccc32)cc1,-3,16%,6%,-1%,-0.6%,17,-7,0,-1%,-1,1%
COc1ccccc1C(=O)Nc1c(C(=O)N(CCN(C)C)Cc2ccco2)oc2ccccc12,-37,.,.,-6%,0.1%,-15,-5,3,-17%,.,-2%
c1ccc(-n2c(-c3cccs3)nc3nc4ccccc4nc32)cc1,-11,-17%,3%,2%,-0.3%,-1,-3,3,-1%,0,-1%
COCCNC(=O)c1cccc(OC2CCN(Cc3ccccc3OCCO)CC2)c1,4,-25%,3%,3%,0.1%,16,22,-3,0%,2,1%
COc1cccc(CN(C)Cc2nc3cc(C(F)(F)F)ccc3c(=O)[nH]2)c1,-1,.,2%,-3%,-0.1%,19,-12,10,-1%,1,-4%
N#Cc1c(NC(=O)/C=C/c2ccco2)sc2c1CCCC2,-4,?,24%,0%,-0.1%,-28,6,3,26%,-1,0%
O=C(CC(NCc1ccccn1)C(=O)O)Nc1ccccc1Cl (stereo not given),-2,11%,1%,11%,-0.6%,-1,-12,-10,9%,-10,0%
CCCc1nnc(NC(=O)CCC(=O)Nc2ccc(Br)cc2)s1,-16,.,.,0%,0.4%,-1,36[activator],3,-2%,.,0%
Cc1nn(-c2ccccc2)c(Cl)c1/C=C/C(=O)c1ccccc1,0,-6%,-12%,0%,-0.1%,12,-3,18,1%,0,-2%
CC(Oc1ccc(Br)cc1)C(=O)N1CCc2ccccc21 (stereo not given),6,3%,-15%,-4%,-0.3%,-11,-10,-2,2%,-1,0%
O=C(COC(=O)c1cc(Cl)ccc1O)NCCNC(=O)COC(=O)c1cc(Cl)ccc1O,-12,-17%,-17%,5%,-0.6%,-14,-14,0,34%[activator],1,1%
Cc1ccc(-c2nnn(C(C)C(=O)N3c4ccccc4CCc4ccccc43)n2)cc1 (stereo not given),1,-1%,-3%,1%,-0.5%,3,-11,14,5%,0,-3%
CC(C)(C)OC(=O)N1CCNc2ccccc2C1,3,12%,-6%,1%,-0.2%,0,-8,3,0%,1,0%
O=C(CCSc1ccccc1)Nc1nc2c(s1)COc1ccccc1-2,0,?,-4%,-6%,-0.1%,-15,9,7,12%,-2,1%
Cn1c(CNC(=O)c2ccccc2)nnc1SCC(=O)N1CCN(c2ccccc2)CC1,-4,-18%,1%,-4%,-0.4%,5,-9,2,-6%,0,2%
COc1ccc(C(=O)NCCNc2ncc(C(F)(F)F)cc2Cl)cc1[N+](=O)[O-],8,.,2%,-3%,0.1%,-1,4,19,-1%,.,0%
COC(=O)c1cc(OC)c(OC)cc1NCC(=O)Nc1cccc(C(F)(F)F)c1,-24,?,6%,-3%,-0.5%,0,18,-3,-6%,-1,-1%
CC1CCCCN1CCNC(=O)c1ccc2c(c1)N(Cc1cccc(Cl)c1)C(=O)c1ccccc1S2=O (stereo not given),3,-18%,.,6%,11%,-27,-8,-8,8%,0,0%
O=c1c(S(=O)(=O)c2ccc(Cl)cc2)cn(Cc2cccc(F)c2)c2ccc(F)cc12,?,3%,1%,1%,0.1%,-82*,?,29,2%,0,1%
Cc1ccc(C(=O)Nc2c(C(=O)NCc3ccco3)cnn2-c2ccccc2)cc1,-3,14%,1%,-1%,0.6%,8,5,-1,9%,-2,-1%
CCc1cc(OCCCCNCc2ccccc2)ccc1Cl,22,-25%,0%,-1%,-0.1%,-30,4,2,21%,-4,1%
O=C(CSc1nnc(NC2CCCCC2)s1)N1CCOCC1,1,.,.,.,0.3%,6,3,3,.,.,1%
COC(=O)c1ccccc1NC(=O)CSc1nc(C)cc(C)n1,7,-14%,-2%,1%,0.2%,8,19,-2,9%,0,6%
CCCCC(=O)OCC(=O)c1[nH]c(C)c(C(=O)OCC)c1C,-3,.,-2%,0%,0.1%,11,-14,-1,4%,3,-7%
Cc1ccccc1S(=O)(=O)Cc1ccc(C(=O)N2CCN(c3ccccc3F)CC2)o1,-3,0%,.,0%,0.1%,28,2,1,8%,-2,-2%
O=C(NCCO)/C(=C/c1ccc2c(c1)OCO2)NC(=O)c1ccc(Br)cc1,-7,15%,-11%,2%,0.0%,-4,-27,?,-9%,-3,-1%
COc1cc(C=O)ccc1OCCSc1ccc(C)cc1,0,18%,9%,1%,0.0%,4,6,7,0%,3,1%
Cc1ccc(OCCC(=O)OCC(=O)NCCc2ccccc2)cc1,1,-1%,-6%,-3%,-0.2%,17,-8,3,2%,-3,4%

# Assay outcomes as filed in PubChem.
